# Compound activity deposited in PubChem BioAssay by The Scripps Research Institute Molecular Screening Center.
# PAFAH2 inh = PAFAH2 enzyme inhibitors, primary screen, biochemical, fluorescence polarization, human. Platelet-activating factor acetylhydrolase 2, cytoplasmic (Homo sapiens), Q99487. recombinant PAFAH2, FP-rhodamine activity probe. inhibition, % at 3.39 µM. 340,000 tested, 0.99% active. AID 492956, 2010;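 active means inhibition above the mean over all tested compounds plus 3 SD, cut at about 30% in these data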;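 further: inhibitors block probe labeling of enzyme so polarization drops; 0% = enzyme with DMSO and 100% = wells lacking PAFAH2 protein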
# PAFAH1B3 inh = PAFAH1B3 enzyme inhibitors, primary screen, biochemical, fluorescence polarization, human; AID 492972, 2010; inhibition, % at 3.39 µM; recombinant PAFAH1B3, FP-rhodamine probe; 340,000 tested, 0.28% active;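 active means inhibition above the screen-wide average of all tested compounds plus 3 SD, cut at about 25% in these data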;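 further: 0% = enzyme with DMSO only and 100% = wells lacking PAFAH1B3 protein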
# Target sequence (Q15102 whole entry, looked up): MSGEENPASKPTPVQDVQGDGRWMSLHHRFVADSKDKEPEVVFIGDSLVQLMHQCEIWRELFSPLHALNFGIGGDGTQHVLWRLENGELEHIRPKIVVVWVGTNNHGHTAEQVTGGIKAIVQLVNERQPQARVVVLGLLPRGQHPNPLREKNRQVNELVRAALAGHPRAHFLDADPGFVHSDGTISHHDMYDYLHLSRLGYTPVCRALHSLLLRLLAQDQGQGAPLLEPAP
# PAFAH1B2 inh = PAFAH1B2 enzyme inhibitors, primary screen, biochemical, fluorescence polarization, human; Platelet-activating factor acetylhydrolase IB subunit alpha2 (Homo sapiens), P68402; 340,000 tested, 1.2% active; inhibition, % at 3.39 µM; AID 492953, 2010; recombinant PAFAH1B2, FP-rhodamine activity probe;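 active means inhibition above the mean of all tested compounds plus 3 SD, cut at about 24% in these data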;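 further: 0% = enzyme with DMSO and 100% = wells lacking PAFAH1B2; many of its hits are not listed in these tables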
# Target sequence (P68402 whole entry, looked up): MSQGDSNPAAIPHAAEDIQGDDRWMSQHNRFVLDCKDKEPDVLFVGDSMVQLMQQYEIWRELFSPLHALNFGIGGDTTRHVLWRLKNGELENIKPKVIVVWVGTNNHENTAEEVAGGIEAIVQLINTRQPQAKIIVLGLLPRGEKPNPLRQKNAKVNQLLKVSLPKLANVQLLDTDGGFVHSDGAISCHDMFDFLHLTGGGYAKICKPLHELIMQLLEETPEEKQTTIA
# The depositor's hits bear a star. This is a subset; rates above refer to the full screens.
SMILES,PAFAH2 inh,PAFAH1B3 inh,PAFAH1B2 inh
O=c1cc2c(c(-c3ccccc3)n1Cc1ccccc1)[C@@H](CCO)NC2,0.1,7.2,-1.5
O=C(CN1CCSC1=O)Nc1ccc(N2CCOCC2)cc1,7.7,7.9,-1.3
O=Cc1ccc(F)c([B-](F)(F)F)c1,-4.5,1.6,4.9
Cc1cc(NC(=O)C(C)SCC(=O)N(C)CC(=O)Nc2ccccc2C(F)(F)F)no1 (configuration not stated),7.6,2.5,3.6
O=S(=O)(NCCC1=CCCCC1)c1ccccc1Br,5.4,4.7,10.0
Cc1csc(=O)n1CCC(=O)OCc1nnc(-c2ccc(Cl)cc2)o1,-3.3,4.5,3.6
CSc1ncc(C(=O)Nc2cccnc2)c(C(F)(F)F)n1,-1.8,1.4,0.5
CN(C)c1ccc(C2Nc3ccccc3C(=O)N2NS(C)(=O)=O)cc1 (configuration not stated),0.8,4.4,4.9
COC1=C(N)C(=O)c2nc(C)ccc2C1=O,17.7,62.9*,26.7*
[O-]/C(=C(\C(=S)Nc1cccc2ccccc12)[n+]1ccccc1)c1ccc(OC(F)F)cc1,5.7,6.1,2.7
Cc1cc(NC(=O)c2cc3ccccc3oc2=O)no1,13.0,6.9,-1.9
C[n+]1ccccc1/C=C/c1c(F)cccc1F,-7.1,8.2,4.7
COC(=O)c1cncn1Cc1ccccc1,4.3,13.6,6.8
COc1ccc(CN2CCN(C3CCC3)CC2CCO)c(F)c1 (configuration not stated),-5.8,-0.5,1.7
O=C(c1ccccc1Br)N1CCN(c2ncccn2)CC1,-6.4,13.8,0.4
COc1ccc(OC)c(NS(=O)(=O)c2cc3c4c(c2)CCN4C(=O)CC3)c1,6.8,8.2,4.4
O=S(=O)(c1ccc(Br)cc1)c1nc(-c2ccco2)oc1NCCCn1ccnc1,6.0,10.2,11.5
CC(=O)Oc1ccc2cc(-c3cccnc3)c(=O)oc2c1,1.7,2.4,1.6
CCOC(=O)C1CCN(Cc2ccc3ccccc3c2)CC1,0.2,-0.4,2.3
CCN1C[C@@H]2[C@@H]3C(=O)N(C)C(=O)[C@@H]3[C@](C)(C1=O)N2C(=O)c1ccc(Cl)cc1,8.4,5.9,-1.9
CCC(C)n1c(SCC(=O)N(CC)c2c(N)n(Cc3ccccc3)c(=O)[nH]c2=O)nc2ccccc2c1=O (configuration not stated),-1.9,-1.6,0.1
CCOc1ccc(OCCC(=O)OCC(=O)N(CC)c2c(N)n(Cc3ccccc3)c(=O)[nH]c2=O)cc1,0.0,-3.4,2.5
C/C(=N\N1CCN(c2ccccc2)CC1)c1ccc(O)cc1,8.2,6.8,7.3
CC1CN(Cc2ccco2)C(=S)NC1=O (configuration not stated),3.6,5.4,9.3
Cc1ccc2cc(CN(Cc3cccs3)Cc3nnnn3CC3CCCO3)c(=O)[nH]c2c1C (configuration not stated),3.8,7.2,0.3

# Arranged by SMILES length (ascending): three of the compounds above
SMILES,PAFAH2 inh,PAFAH1B3 inh,PAFAH1B2 inh
CN(C)c1ccc(C2Nc3ccccc3C(=O)N2NS(C)(=O)=O)cc1 (configuration not stated),0.8,4.4,4.9
O=c1cc2c(c(-c3ccccc3)n1Cc1ccccc1)[C@@H](CCO)NC2,0.1,7.2,-1.5
CCOc1ccc(OCCC(=O)OCC(=O)N(CC)c2c(N)n(Cc3ccccc3)c(=O)[nH]c2=O)cc1,0.0,-3.4,2.5

# Further structures follow.
SMILES,PAFAH2 inh,PAFAH1B3 inh,PAFAH1B2 inh
CCOC(=O)C1CCN(Cc2ccc(-c3ccccc3)cc2)CC1,6.3,0.8,-1.7
CC(C)CCN1CCC(CN2C(=O)C(=O)NC[C@@H]2Cc2ccccc2)CC1,-6.9,4.3,6.1
O=C(NC(=S)N1CCCCCC1)c1ccccc1,-5.3,2.1,1.8
Cc1cccc(Cc2nc3ccccc3[nH]2)c1,0.0,-2.2,3.5
Oc1cccc(C=NN=C2c3ccccc3-c3ccccc32)c1,-6.3,8.8,-3.0
Cc1ccc(NC(=O)CN2CCC(NC(=O)c3cccc(F)c3)CC2)cc1C,-3.7,-3.8,-3.1
CC(C)=N/N=C1/NC(=O)C(c2ccc(Cl)cc2)S1 (configuration not stated),2.0,9.0,7.5
COc1ccccc1NC1CCCCC1NS(=O)(=O)c1ccc(C)cc1 (configuration not stated),6.7,7.5,3.4
COc1ccc(N2CCN(CCNS(=O)(=O)c3cccc4nsnc34)CC2)cc1,-5.2,-1.3,-0.8
Cc1cc(S(=O)(=O)N2CCN(CC(=O)NC(C)(C#N)C3CC3)CC2)ccc1Br (configuration not stated),-2.5,0.3,6.3
CCOc1cc(C(=O)N(CC)CC(=O)Nc2c(F)cccc2F)ccc1OCC(=O)N1CCOCC1,-7.6,0.0,2.9
COc1cc2c(cc1N)-c1ccc(N)cc1C2,-1.8,12.5,0.4
CCOC(=O)C1=C(c2ccccc2)NC(=O)NC1c1cc(OCC)c(O)c([N+](=O)[O-])c1 (configuration not stated),6.0,13.0,9.7
CN1CCN(C(=O)c2cnn(-c3ccccc3)c2NC(=O)c2ccccc2Cl)CC1,-3.8,1.0,-4.7
COc1cccc(-n2nc(C#N)c(Cl)cc2=O)c1,6.9,-2.8,0.1
CN(Cc1nccs1)C(=O)C1CCC(=O)N(CCCc2ccccc2)C1 (configuration not stated),30.8*,5.3,-1.3
CCCCC(=O)OCC(=O)C1(O)Cc2c(O)c3c(c(O)c2C(OC2CC(NC(=O)C(F)(F)F)C(O)C(C)O2)C1)C(=O)c1c(OC)cccc1C3=O (configuration not stated),18.9,-2.6,11.5
Cc1ccc(N2CCN(/N=C/c3cccnc3)CC2)cc1,-5.5,7.8,6.8
CCOn1c(=O)c(-c2ccc(F)cc2)[n+]([O-])c2ccccc21,-0.4,9.3,3.8
COCCC1CCCCN1C(=O)c1cccc(OC2CCN(S(C)(=O)=O)CC2)c1 (configuration not stated),-1.3,4.0,3.6
O=C1CCCCC1Nc1ccc(Cl)cc1 (configuration not stated),1.0,-0.5,4.5
CC(C)C(=O)Nc1ccc(-c2nnc(-c3ccccc3)o2)cc1,-2.9,9.6,7.9
COc1ccc2cc(C(=O)NCc3ccccc3)[nH]c2c1,6.5,10.2,10.9
N#CC(C#N)=C1C=C2C=C(N3CCCCCC3)CCC2CC1 (configuration not stated),21.4,22.1,5.7
Cc1ccc(NC(=O)CN(C)C(=O)c2ccc(OCc3c(C)noc3C)cc2)cc1,5.5,1.0,4.1
# (cont.)
SMILES,PAFAH2 inh,PAFAH1B3 inh,PAFAH1B2 inh
Cc1cccc(-n2c(CCN3C(=O)c4ccccc4C3=O)nc3ccccc3c2=O)n1,-2.7,-4.5,1.2
COc1cc(C(=O)Nc2cccc(NC(=O)c3cccs3)c2)cc(OC)c1OC,-10.5,6.3,0.2
COc1cc(NCCCn2ccc(NC(=O)OCc3ccccc3)nc2=O)cc(OC)c1OC,-2.9,-1.9,-2.0
CC(Sc1nnc(C2CC2)n1C)C(=O)Nc1ccc(N2CCOCC2)cc1 (configuration not stated),-3.3,-8.3,3.4
Cc1nnc(SCC(=O)Nc2ccc(S(=O)(=O)Nc3ccc(Cl)nn3)cc2)s1,0.3,11.3,-1.7
COc1cc(/C=C2\SC(=Nc3ccc(Cl)c(C(=O)O)c3)NC2=O)c(Br)c(Br)c1O,-17.6,20.6,9.4
COc1ccc(/C(C)=N/NC2=NCCN2)cc1Cl,-1.3,5.2,3.6
O=C(Nc1cccc(C(=O)N2CCCC2)c1)C1CCCC1,-8.9,12.0,4.0
Cc1cc(-c2nc3ccccc3s2)ccc1N,5.7,5.3,5.4
C=C1CC[C@@H]2[C@](C)(CCC[C@@]2(C)/C=C/[C@@H](O)C(C)(C)O)[C@H]1CC(=O)NCCS(=O)(=O)O,3.9,11.1,1.3
O=C1CCCCC1(c1ccccc1)c1ccccc1,-2.4,9.7,10.2
COc1ccccc1NC(=O)C(=O)Nc1ccc2c(c1)N(C(=O)C1CC1)CCC2,-2.1,3.9,-2.3
CCN(CC)c1ccc(NC(=O)COC(=O)C2CCN(c3ccc(C(F)(F)F)cn3)CC2)cc1,1.4,6.5,5.7
CCN(CC)c1ccc(S(=O)(=O)N2CCOCC2)cc1NC(=O)COC(=O)/C=C/c1ccc(O)c(OC)c1,65.0*,2.5,-0.1
Cc1cc(NC(=O)c2ccc([N+](=O)[O-])o2)ccc1NC(=O)c1ccco1,0.3,-2.5,2.1
NC(=O)C1CCCN(C(=O)c2ccc(Cl)c(S(=O)(=O)N3CCc4ccccc43)c2)C1 (configuration not stated),0.8,0.9,-1.0
COc1ccc(C2/C(=C(/O)c3cnn(-c4ccccc4)c3C)C(=O)C(=O)N2CCN(C)C)cc1OC (configuration not stated),-0.2,6.8,0.6
CC1=Nc2ccccc2/C1=C/c1sc(=S)n(-c2cccc(C(=O)O)c2)c1O,21.6,14.0,4.5
COC(=O)[C@H](CO)N1C(=O)[C@@H]2[C@H](C1=O)C1C=C[C@H]2C1,-3.1,-2.5,-1.0
CCOC(=O)C1(C(=O)OCC)C(C(=O)c2ccccc2)C1c1ccccc1 (configuration not stated),6.0,-0.3,5.8
NC1=C(Cl)C(=O)c2ccc(S(N)(=O)=O)cc2C1=O,48.3*,68.6*,24.7*
COC(=O)[C@@H](NCc1ccc(B(O)O)cc1)C(C)C,-0.5,4.7,2.2
O=C(NNc1nc(N2CCOCC2)nc(N2CCOCC2)n1)c1ccccc1,4.3,3.0,0.2
CC(=O)c1ccc(NC(=O)C2CCCC2)cc1,1.1,-4.1,1.7
Cc1ccc(N2CC(C)Cn3c2nc2c3c(=O)[nH]c(=O)n2C)cc1 (configuration not stated),-1.3,12.5,6.8

# Compounds shown so far that contain an NH in an aromatic ring, in the order listed:
SMILES,PAFAH2 inh,PAFAH1B3 inh,PAFAH1B2 inh
CCC(C)n1c(SCC(=O)N(CC)c2c(N)n(Cc3ccccc3)c(=O)[nH]c2=O)nc2ccccc2c1=O (configuration not stated),-1.9,-1.6,0.1
CCOc1ccc(OCCC(=O)OCC(=O)N(CC)c2c(N)n(Cc3ccccc3)c(=O)[nH]c2=O)cc1,0.0,-3.4,2.5
Cc1ccc2cc(CN(Cc3cccs3)Cc3nnnn3CC3CCCO3)c(=O)[nH]c2c1C (configuration not stated),3.8,7.2,0.3
Cc1cccc(Cc2nc3ccccc3[nH]2)c1,0.0,-2.2,3.5
COc1ccc2cc(C(=O)NCc3ccccc3)[nH]c2c1,6.5,10.2,10.9
Cc1ccc(N2CC(C)Cn3c2nc2c3c(=O)[nH]c(=O)n2C)cc1 (configuration not stated),-1.3,12.5,6.8

# Later entries
SMILES,PAFAH2 inh,PAFAH1B3 inh,PAFAH1B2 inh
CC(C)Oc1ccc2ccccc2c1CNC[C@H]1O[C@@H](n2cnc(C(N)=O)n2)[C@H](O)[C@@H]1O,4.5,5.3,1.3
CC(=O)OC1(C(C)=O)CCC2C3CC(C(F)(F)F)C4=CC(=O)CCC4(C)C3CCC21C (configuration not stated),-0.7,0.8,3.0
Cc1cc(NS(=O)(=O)c2ccc(NC(=O)COc3ccc(Cl)c(C)c3)cc2)no1,-6.6,-5.1,2.2
CN(c1ccccc1)S(=O)(=O)c1cccc(NC(=O)CN2C(=O)NC3(CCCC3)C2=O)c1,-1.0,-1.8,4.8
O=C(CC1C=CCC1)Nc1ccccc1 (configuration not stated),-3.5,-0.2,-1.2
O=C(N/N=C/c1cccc(O)c1)c1cc2c(ccc3ccccc32)o1,-7.6,2.0,5.8
CCOC(=O)C1(CCCc2ccccc2)CCN(C(=O)C2=C(C)OCCO2)CC1,-1.9,3.0,6.5
COC(=O)C1CCc2c(ccc3c2CCCC3)C1=O (configuration not stated),7.1,3.6,4.2
COC(=O)c1cc2ccccc2c([N+](=O)[O-])c1O,1.5,5.5,7.8
CN=c1scc(-c2ccco2)n1/N=C/c1ccc(O)c(O)c1,8.7,9.8,-2.8
Brc1cc(Br)c2nc(-c3ccc(N4CCOCC4)cc3)ccc2c1,-4.9,10.6,2.9
COc1ccccc1C(=O)NC(=O)COC(=O)C1CC2CCCC(C1)C2=O (configuration not stated),8.9,6.1,1.5
Clc1ccc(CNc2ncnc3[nH]ncc23)c(Cl)c1,3.3,0.1,17.9
Nc1c(Br)cc2c(c1Br)C(O)c1ccccc1-2 (configuration not stated),1.3,8.1,0.9
Cc1cc(C)c(S(=O)(=O)N(C)CC(=O)NCC2CCCO2)c(C)c1 (configuration not stated),6.2,-8.5,1.4
COCCn1c(N)c(N(Cc2ccccc2)C(=O)c2ccc(N3CCCC3=O)cc2)c(=O)[nH]c1=O,3.4,10.4,2.0
COc1cc(/C=C/c2ccc(/C=C/c3cc(OC)c(OC)c(OC)c3)cc2)cc(OC)c1OC,-3.4,-2.0,0.5
Cc1ccnc2nc(C(=O)OCC(=O)N3CC(C)CC(C)C3)nn12 (configuration not stated),3.5,1.8,2.0
CC[C@@H](C)[C@H](NC(=O)Cc1c(C)c2c(cc(C)c3c(C)coc32)oc1=O)C(=O)O,0.3,1.5,-1.2
CCOc1ccccc1C1c2[nH]c3ccccc3c2C[C@H]2C(=O)N(C3CCN(Cc4ccccc4)CC3)CC(=O)N12 (some centres not stated),-1.3,-4.6,-2.5
CCOc1ccccc1CN1CCN(Cc2ccc3cc(F)ccc3n2)CC1CCO (configuration not stated),0.9,6.2,4.4
COc1cc([N+](=O)[O-])c2nc(C=NNC(N)=S)ccc2c1,6.4,0.3,2.8
CNc1snc(C)c1C(=O)OCC(=O)Nc1ccc(C)cc1F,-3.3,2.7,1.5
